NPR2 activator: GC-B (human) receptor activation. HEK293-GC-B cells, CNP EC30, cGMP TR-FRET; 0% at EC30 CNP, 100% saturating CNP. activation, % at 10 µM. hit rate 0.11% among 370,000. P20594;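 active = activation at 10 µM reaching about 35% in either raw or pattern-adjusted values, limit read from the data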
mABHD4 FP: inhibitors of mouse ABHD4; Q8VD66; purified mABHD4, FP-Rh probe fluorescence polarization; AID 720543; inhibition, % at 8.92 µM; hit rate 0.54% among 370,000;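 active = inhibition exceeding the mean over every tested compound plus 3 SD, cut at about 30% in these data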;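 also: 0% = plate median of compound wells and 100% = S159A mutant with DMSO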
Target sequence (Q8VD66 whole entry, looked up): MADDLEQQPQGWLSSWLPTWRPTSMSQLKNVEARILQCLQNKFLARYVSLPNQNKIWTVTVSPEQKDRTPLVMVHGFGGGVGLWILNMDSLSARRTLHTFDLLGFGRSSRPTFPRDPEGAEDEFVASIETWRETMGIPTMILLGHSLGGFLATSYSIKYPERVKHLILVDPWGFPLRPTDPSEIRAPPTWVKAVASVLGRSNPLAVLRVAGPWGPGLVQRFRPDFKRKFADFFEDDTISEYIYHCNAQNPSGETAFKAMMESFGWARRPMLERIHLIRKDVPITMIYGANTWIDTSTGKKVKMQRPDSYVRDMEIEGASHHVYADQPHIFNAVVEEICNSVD
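Material: mouse ABHD4 enzyme, wild type; Benchmarks: S159A mutant high control, sample median low control; Buffer or medium: HEPES pH 7.0, NaCl, Pluronic buffer; Signal: fluorescence polarization; Read-out: percent inhibition of probe binding, normalized to plate controls; Timing: pre-incubation 45 min, probe exposure 60 min, at 25 °C; Dosing: 8.92 µM, single dose.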
TCR CD3 inh: human TCR-CD3 binding inhibition | inhibition, % at 9.4 µM | hit rate 0.37% among 360,000 | TAMRA-labeled TCR probe fluorescence, biochemical | AID 651800; in the data active = inhibition above about 19%;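 also: recombinant mutant TCR 2C K166C tagged with TAMRA read by polarization; 0% = receptor in buffer alone and 100% = receptor with positive control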
NPR1 activator: GC-A (human) enzyme activation; P16066; HEK293 GC-A cells, cGMP TR-FRET, EC30 ANP; 0% at EC30 ANP, 100% saturating ANP; activation, % at 10 µM; hit rate 0.14% among 370,000; in the data active = activation above about 40%
SIAE inh: inhibitors of human sialic acid acetylesterase SIAE; hit rate 0.69% among 370,000; SIAE FP-Rh probe binding, fluorescence polarization; AID 1053197; inhibition, % at 9.66 µM;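 active = inhibition above a cutoff: mean of compounds within the control limits plus 3 SD of those, cut at about 17% in these data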;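 also: 0% = plate median of compound wells and 100% = probe without SIAE protein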
PRMT1 FP inh: PRMT1 (human) inhibition, primary screen; Q99873; recombinant PRMT1, activity-based probe fluorescence polarization; inhibition, % at 2.79 µM; hit rate 1.3% among 370,000; AID 652257;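 active = inhibition above about 21% made by adding two undisclosed values, limit read from the data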
HTRA1 inhibitor: blocks human HTRA1 serine peptidase; hit rate 0.5% among 340,000; Q92743; recombinant HTRA1, FP-rhodamine activity-based probe, fluorescence polarization; inhibition, % at 5.96 µM; AID 504803; in the data active = inhibition above about 36%;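 also: 0% = enzyme with DMSO and 100% = wells lacking enzyme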
rCAG binder: binds r(CAG) RNA repeats. r(CAG) RNA repeat, TO-PRO-1 dye displacement fluorescence. inhibition, % at 3 µM. hit rate 1.3% among 370,000. AID 651821;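 active = inhibition above the plate cutoff, the mean of all test compounds on that plate plus 3 SD, cut at about 35% in these data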;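 also: 0% = DMSO alone and 100% = 100 µM mitoxantrone as full dye displacement; higher means more dye released from RNA so lower well fluorescence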
MBD2 inh: inhibitors of human MBD2 binding to methylated oligonucleotide; hit rate 0.31% among 370,000; TR-FRET; AID 686964; inhibition, % at 4.4 µM; Q9UBB5; in the data active = inhibition above about 13%
Target sequence (Q9UBB5 whole entry, looked up): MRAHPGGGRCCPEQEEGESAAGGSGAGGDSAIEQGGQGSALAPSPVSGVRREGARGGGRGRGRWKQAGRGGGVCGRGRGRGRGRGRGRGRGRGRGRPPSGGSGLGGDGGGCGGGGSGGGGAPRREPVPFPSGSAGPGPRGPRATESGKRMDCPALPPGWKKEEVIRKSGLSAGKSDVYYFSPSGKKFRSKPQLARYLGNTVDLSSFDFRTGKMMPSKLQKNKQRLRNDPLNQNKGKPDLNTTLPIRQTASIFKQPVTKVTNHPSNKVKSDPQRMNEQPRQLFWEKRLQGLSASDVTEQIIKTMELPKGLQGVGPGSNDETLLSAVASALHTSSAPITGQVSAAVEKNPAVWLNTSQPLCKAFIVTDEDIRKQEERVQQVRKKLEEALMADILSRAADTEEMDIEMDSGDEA
UHRF1 binding: human UHRF1 methylated DNA binding inhibitors | UHRF1 binding to methylated oligo, TR-FRET | inhibition, % at 4.4 µM | hit rate 0.75% among 370,000 | AID 687016; in the data active = inhibition above about 21%;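 also: UHRF1 SRA domain binding a hemimethylated CpG hairpin DNA probe; 0% = median of test compound wells and 100% = reference inhibitor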
Active calls of the source: *; nt = no result given. Some of the compounds tested, so the mix of outcomes need not match the whole.

item	molecule	NPR1 activator	TCR CD3 inh	NPR2 activator	mABHD4 FP	SIAE inh	PRMT1 FP inh	MBD2 inh	UHRF1 binding	rCAG binder	HTRA1 inhibitor
1	COC(=O)c1oc2ccc(Cl)cc2c1-n1cccc1	-3.8	-0.1	-2.2	2.3	3.8	-0.2	1.8	1.3	-2.4	-11.3
2	O=C(COc1ccc(Br)cc1)Nc1ccc(CN2CCOCC2)cc1	4.3	-3.3	-2.4	-2.3	6.4	-4.3	3.4	6.3	-6.3	-1.1
3	Cc1nccnc1Sc1ccccc1	-4.2	1.3	-2.8	-0.7	3.4	-2.0	-1.2	-0.6	3.0	4.4
4	c1ccc(CNc2nc(-c3ccccc3)nc3ccccc23)cc1	15.6	12.3	10.7	-37.9	-26.1	-0.5	-5.0	-1.4	7.1	-64.5
5	CN(c1ccc(O)cc1)c1nc(-c2cccs2)cs1	1.0	4.9	-1.9	-0.6	10.9	-1.6	-1.2	-5.9	3.8	22.9
6	O=C(Nc1ccccc1N1CCOCC1)c1ccccc1NS(=O)(=O)c1ccc(F)c(F)c1	0.6	-1.0	2.2	12.9	2.9	-0.6	0.3	-1.4	37.7*	-1.9
7	CCCCn1c(N)c(N(CCOC)C(=O)COC(=O)c2ccccc2NCCO)c(=O)[nH]c1=O	1.4	2.9	2.0	-5.4	-6.2	-2.7	-1.7	-3.4	2.6	8.8
8	CC(C)N(CC#CC(O)(c1ccccc1)c1ccccc1)CCO	-6.9	-0.5	-4.5	-1.6	3.7	-0.9	2.1	-0.5	0.3	2.6
9	O=C(COC(=O)c1cccnc1Cl)NC(=O)c1ccc(OC(F)F)cc1	-1.6	-0.3	-0.2	-3.3	4.1	1.4	-0.4	-1.2	2.6	-6.0
10	COc1cccc(NC(=O)C2CCCN2C(=O)NC2CCCCC2)c1 (stereo not given)	0.1	5.0	4.3	-2.7	-0.8	0.0	6.8	11.3	1.9	2.8
11	CCOC(=O)N1CCN(S(=O)(=O)c2ccc3c(c2)CCN3C(=O)CC)CC1	1.6	-1.0	7.9	-2.6	1.2	-4.0	3.6	-3.1	-6.1	4.8
12	Cc1cccc(C)c1NC(=O)c1cc(S(=O)(=O)N2CCOCC2)cn1C	5.9	1.2	2.4	-5.2	18.5*	-0.9	5.3	-1.2	2.1	0.3
13	CCOc1ccc(C(=O)NC(=S)Nc2ccc(NC(=O)C(C)C)cc2)cc1[N+](=O)[O-]	4.8	0.2	-9.0	-4.4	-2.0	1.6	3.0	0.0	1.9	-9.1
14	Cc1ccc(C)c(NC(=O)c2cccc3c2-c2ccccc2C3=O)c1	-7.1	nt	1.3	-0.5	-3.4	-2.9	1.8	-1.4	5.8	nt
15	C=CCN1C(=O)c2ccc(C(=O)N3CCN(S(=O)(=O)c4ccc(C(C)C)cc4)CC3)cc2C1=O	-3.0	-5.8	-1.2	2.6	2.5	1.9	4.4	4.6	-1.8	4.5
16	CCC(C)(C)n1nnnc1C(c1cccnc1)N1CCCC(C)C1 (stereo not given)	0.0	6.5	-1.5	1.6	2.2	-5.8	-3.7	-3.9	-6.3	5.1
17	COc1ccc(-c2cc(C)no2)cc1S(=O)(=O)N1CCOc2ccc(Cl)cc21	-6.3	1.2	-6.8	-4.9	-0.6	-2.0	-1.8	-0.7	1.0	-5.7
18	O=C(N/N=C/c1ccccn1)c1ccc2nc[nH]c2c1	-5.5	-6.0	2.5	1.4	2.9	2.2	-2.7	2.1	0.0	nt
19	CCN1CCN(CCCNC(=O)c2ccccc2NC(=O)C2=C(C)OCCS2)CC1	-1.0	-0.2	2.4	13.9	1.2	-0.2	3.5	-0.9	-3.9	2.5
20	Cc1nc(N2CCOCC2)sc1C(=O)NN	-0.1	-7.3	-2.1	-0.1	4.3	-2.7	-1.9	-1.4	1.2	-1.5
21	O=C(CC(=O)Nc1cc(Cl)ccc1Cl)Nc1cc(Cl)ccc1Cl	-2.5	-0.5	3.2	-6.2	1.4	-2.2	4.2	2.3	13.4	-13.0
22	O=C(NCCN1C(=O)S/C(=C\c2ccc(Cl)c(Cl)c2)C1=O)c1cnccn1	-0.2	3.2	-1.9	-1.6	14.9	2.1	-2.5	-3.1	9.1	7.2
23	CC(=O)N1CCN(c2ccc(NC(=O)c3ccc(C(C)(C)C)cc3)cc2)CC1	1.9	7.1	3.6	4.9	0.9	1.2	0.5	-0.1	-6.2	-0.3
24	Cc1cccc(N(CC(=O)NC2CCCC2)C(=O)CS(=O)CC(=O)Nc2ccc3c(c2)OCO3)c1C (stereo not given)	-3.7	4.9	-2.3	3.8	15.6	0.8	-1.0	9.4	-4.0	3.0
25	O=C(Nc1cccc(Br)c1)c1cc2ccccc2o1	5.8	2.8	-1.5	-31.8	-25.1	0.5	-1.2	6.2	3.9	-62.4
26	O=C(COC(=O)c1ccc(Cl)nc1)Nc1ccc2c(c1)OCO2	4.4	6.0	-2.5	2.6	1.3	2.2	-2.2	6.4	2.8	1.7
27	Cc1ccc(C)c(NC(=S)NCCN(C2CCCCC2)C2CCCC2)c1	-12.1	-5.4	-4.0	5.1	9.9	2.7	7.8	-2.3	-6.0	-0.7
28	Nc1c(C(=O)c2ccc(Br)cc2)oc2ccccc12	-0.6	1.9	-8.3	3.3	-3.5	-0.8	5.8	9.5	6.8	-5.2
29	C[C@H]1C=C(C(=O)NCc2ccccc2)O[C@@H](OCc2ccc(CO)cc2)C1	-1.4	-3.7	-6.8	2.0	-3.1	2.4	-4.4	-0.5	-4.0	3.6
30	Cc1ccccc1-n1cc[nH]c1=S	-2.1	-1.5	1.6	0.9	2.0	6.4	-0.9	0.9	-0.3	-0.8
31	CCN(C(=O)CSc1nnc(-c2ccccc2Cl)n1N)c1c(N)n(Cc2ccccc2)c(=O)[nH]c1=O	1.0	1.0	4.1	1.0	2.6	0.1	-0.6	-1.7	3.1	1.1
32	O=C(NCCCN1CCOCC1)C(=O)NCCc1ccccc1	2.2	0.2	9.0	-8.6	-6.1	-4.3	-2.2	2.5	-2.3	-2.8

Overlap with the part before: 4 entries, then new ones.
item	molecule	NPR1 activator	TCR CD3 inh	NPR2 activator	mABHD4 FP	SIAE inh	PRMT1 FP inh	MBD2 inh	UHRF1 binding	rCAG binder	HTRA1 inhibitor
29	C[C@H]1C=C(C(=O)NCc2ccccc2)O[C@@H](OCc2ccc(CO)cc2)C1	-1.4	-3.7	-6.8	2.0	-3.1	2.4	-4.4	-0.5	-4.0	3.6
30	Cc1ccccc1-n1cc[nH]c1=S	-2.1	-1.5	1.6	0.9	2.0	6.4	-0.9	0.9	-0.3	-0.8
31	CCN(C(=O)CSc1nnc(-c2ccccc2Cl)n1N)c1c(N)n(Cc2ccccc2)c(=O)[nH]c1=O	1.0	1.0	4.1	1.0	2.6	0.1	-0.6	-1.7	3.1	1.1
32	O=C(NCCCN1CCOCC1)C(=O)NCCc1ccccc1	2.2	0.2	9.0	-8.6	-6.1	-4.3	-2.2	2.5	-2.3	-2.8
33	COC(=O)c1ccc(/C=N/OCC(=O)NC2CCCC(C)C2C)cc1 (stereo not given)	-4.1	1.4	1.1	6.1	-1.0	-0.7	0.6	0.6	-9.2	-6.7
34	CC[N+](C)(C)Cc1ccccc1Br	-0.3	5.8	2.0	-1.8	3.4	-1.7	-5.9	0.2	0.8	1.3
35	COc1ccc(C2C(C#N)=C(SCC(=O)Nc3ccc(C)cc3)NC3=C2C(=O)CC(C)(C)C3)cc1 (stereo not given)	-5.9	-1.4	-14.9	-17.2	-20.2	5.2	3.5	2.3	7.0	-13.5
36	CSCCC(NS(=O)(=O)c1ccccc1)C(=O)OCc1nc2ccsc2c(=O)[nH]1 (stereo not given)	-0.9	-3.5	2.4	-3.6	1.4	-1.4	2.1	-2.6	3.7	-0.8
37	CC1CC1C(=O)N(C)CC(=O)Nc1cccc(F)c1 (stereo not given)	-1.8	2.2	1.8	4.5	1.9	1.0	1.1	-1.2	0.1	3.9
38	NC(c1csc(Nc2ccc(C(=O)NCCCO)cn2)n1)C1CCCCC1 (stereo not given)	-0.8	-8.4	4.4	1.8	-0.6	1.0	3.5	0.4	6.3	nt
39	C[C@@H]1CN([C@H](C)CO)C(=O)CCCn2nncc2CO[C@H]1CN(C)C(=O)Nc1cccc2ccccc12	-0.3	0.6	-0.7	6.5	1.4	-1.1	-6.3	-1.4	1.4	-0.2
40	CC(Sc1nnnn1C)C(=O)Nc1nc(-c2ccc(F)c(F)c2)cs1 (stereo not given)	31.9	-10.6	0.8	-25.7	-5.5	8.1	18.3*	26.6*	3.3	-10.1
41	CCC(C(=O)NC1CCCC1)N(Cc1ccco1)C(=O)CNS(=O)(=O)c1ccccc1 (stereo not given)	0.5	8.1	1.4	3.7	-2.8	-1.6	1.3	0.8	-1.4	3.1
42	C[C@@]12C(=O)N(c3ccc(Br)cc3)C(=O)N1[C@@H]1c3ccccc3OC[C@@H]1[C@H]2c1ccccc1	0.7	2.2	-5.2	-11.0	-6.8	1.8	-0.9	2.0	4.0	-15.4
43	O=C(c1ccco1)N1CCN(c2ncnc3scc(-c4ccc(Cl)cc4)c23)CC1	-3.0	4.8	-4.1	0.9	6.1	1.2	-0.6	-0.8	1.5	-5.7
44	CCn1cc(CN2CCCC(C(=O)Nc3cccc(-n4cccn4)c3)C2)c(C)n1 (stereo not given)	-2.7	3.2	-0.3	-2.3	-6.5	2.6	3.6	2.0	-7.3	-0.8
45	O=C(CCc1nnc2ccc(N3CCC4(CC3)OCCO4)nn12)Nc1cc(F)ccc1F	-2.6	3.9	-4.9	2.9	0.3	-3.1	-2.0	-0.2	-2.2	-0.4
46	COCCn1c(CN2CCN(C(c3ccccc3)c3ccccc3)CC2)nc2c1c(=O)n(C)c(=O)n2C	-17.3	2.3	-6.3	-3.4	4.3	-1.4	-0.1	0.3	-4.4	-0.4
47	CC1CCCCN1CCNC(=O)CN1C(=O)CSc2ccc(S(=O)(=O)N3CCCCC3)cc21 (stereo not given)	-7.2	-5.0	1.2	2.5	1.4	-0.9	-0.7	1.3	0.7	3.9
48	COC(=O)c1cnn2c(C(F)(F)F)cc(-c3ccc(F)cc3)nc12	-3.5	-2.8	5.6	-2.6	3.5	-1.2	0.7	2.6	-4.5	5.0
